# All columns: NCI-60 one-dose screen, growth in % after 48 h at 10 µM unless noted; 100 = growth as untreated, 0 = no growth, -100 = all killed.
# OVCAR-8 – OVCAR-8 ovarian cancer; 81,000 tested, 4.4% active
# OVCAR-5 – OVCAR-5 ovarian cancer; 82,000 tested, 2.9% active; AID 1794783
# OVCAR-4 – OVCAR-4 ovarian cancer cells. 80,000 tested, 3.7% active. AID 1794784
# OVCAR-3 – OVCAR-3 ovarian cancer | 79,000 tested, 7% active | AID 1794787
# IGROV1 – IGROV1 ovarian cancer; 79,000 tested, 4.7% active
# SK-OV-3 – SK-OV-3 ovarian cancer cells; 80,000 tested, 3.2% active; AID 1794785
# NCI/ADR-RES – NCI/ADR-RES ovarian cells. 81,000 tested, 4.4% active
# DU-145 – DU-145 prostate cancer. AID 1794760. 81,000 tested, 4.2% active
# * hit, by the source's call; · = not tested or not shown; & = joins results of further samples. Rule for the calls: active = growth percent below 10; inactive = the rest.
# Short forms – A = OVCAR-8; B = OVCAR-5; C = OVCAR-4; D = OVCAR-3; E = IGROV1; F = SK-OV-3; G = NCI/ADR-RES; H = DU-145
1: CC(=O)N(C(C)=O)c1ncn(C)c1S(=O)(=O)Nc1ccccc1
  A = 99	B = 100	C = 123	D = 108	E = 114	F = 110	G = 102	H = 105
2: Nc1n[nH]c2cccc(C#Cc3cccc(NC(=O)c4cccc(Cl)c4)c3)c12
  A = 21	B = 53	C = 40	D = 43	E = 22	F = 16	G = 26	H = 56
3: Cn1cc(-c2nnc(-c3cn(C)c4ncc(Br)cc34)o2)c2ccccc21
  A = 93	B = 93	C = 90	D = 88	E = 66	F = ·	G = 69	H = 103
4: COC(=O)CCSC1=C(C)C(=O)c2ccccc2C1=O
  A = 86	B = 104	C = 76	D = 69	E = 81	F = 98	G = 84	H = 111
5: COc1ccc(C(=O)C2=Cc3cc4ccccc4n3Cc3cnnn32)cc1
  A = 86	B = 103	C = 97	D = 110	E = 105	F = 93	G = 109	H = 116
6: O=C(CCl)n1nnnc1Cc1ccccc1
  A = 91	B = 96	C = 105	D = 112	E = 107	F = 94	G = 101	H = 110
7: S=C(Cc1ccc2c(c1)CCCC2)N1CCOCC1
  A = 104	B = 99	C = 97	D = 107	E = 101	F = 98	G = 105	H = 104
8: O=C(c1ccc(Cl)cc1Cl)C(Cl)Cl
  A = 104	B = 111	C = 120	D = 100	E = 108	F = 109	G = 114	H = 102
9: Brc1cc2c(c3ccccc13)N1O[C@@H](C2)C[C@H]1c1cccs1
  A = 94	B = 91	C = 85	D = 100	E = 103	F = 101	G = 94	H = 101
10: NNC(=O)c1cc(-c2ccccc2)nc2ccccc12
  A = 97&90	B = 115&92	C = 109&107	D = 106&108	E = 106&92	F = 103&92	G = 107&91	H = 112&106
11: Cc1ccc(C2=NN(c3ccc(S(C)(=O)=O)cc3)C(=O)CC2)cc1
  A = 32	B = 53	C = 61	D = -15*	E = 59	F = 20	G = 6.7*	H = 6.8*
12: OCc1n(Cc2ccc3ccccc3c2)cc[n+]1Cc1ccc2ccccc2c1
  A = 61	B = 62	C = 24	D = 40	E = 22	F = 76	G = 103	H = 85
13: CN1CCN(CCCCCN=c2cc3c(=O)n(CCCCCN4CCN(C)CC4)c(=O)c4c(NCCCCCN5CCN(C)CC5)cc5c(O)n(CCCCCN6CCN(C)CC6)c(=O)c2c5c4-3)CC1
  A = 13	B = -9.8*	C = ·	D = 3.8*	E = 0.0*	F = -30*	G = 110	H = 0.9*
14: O=C(NCn1c(=O)[nH]c2ccccc2c1=O)Nc1ccc(O)cc1
  A = 107	B = 106	C = 108	D = 122	E = 112	F = 102	G = 100	H = 115
15: CC(C)=NOC(=O)Nc1cc(Cl)ccc1Cl
  A = 101	B = 106	C = 115	D = 113	E = 128	F = 97	G = 108	H = 108
16: COc1ccc2cc(-c3csc(Nc4cccc5ccccc45)n3)c(=O)oc2c1
  A = 95	B = 105	C = 85	D = 96	E = 85	F = 74	G = 99	H = 109
17: COc1ccc(C2Cc3c(nn(-c4cccc(Cl)c4)c(=O)c3C#N)C(O)=C2[N+](=O)[O-])cc1 (stereo not drawn)
  A = 97	B = 107	C = 84	D = 94	E = 91	F = ·	G = 105	H = 104
18: O=C(O)c1ccc(-c2nn(-c3ccc(C(=O)O)cc3)cc2CNc2cccc(Br)c2)cc1
  A = 100	B = 103	C = 108	D = 112	E = 105	F = 112	G = 109	H = 108
19: COc1cc(C2C3=C(COC3=O)N(CCO)c3cc4c(cc32)OCCO4)cc(OC)c1OC (stereo not drawn)
  A = 6.8*	B = 41	C = 25	D = -56*	E = 4.2*	F = 5.6*	G = 48	H = -30*
20: C=C(C)COC(=O)c1ccccc1
  A = 102	B = 91	C = 102	D = 125	E = 103	F = 107	G = 95	H = 112
21: C=Cc1c(Cl)cccc1Cl
  A = 114	B = 103	C = 122	D = 101	E = 116	F = 102	G = 106	H = 104
22: COC(=O)c1nc(N)nc(C(=O)OC)c1C(=O)c1cccc([N+](=O)[O-])c1
  A = 110	B = 111	C = 104	D = 104	E = 112	F = 101	G = 106	H = 122
23: COc1ccc2nccc(C=O)c2c1
  A = 85	B = 99	C = 93	D = 77	E = 95	F = 107	G = 79	H = 103
24: COc1ccc(-n2nnc(C(=O)O)c2-c2cc(OC)c(OC)c(OC)c2)cc1
  A = 100	B = 103	C = 109	D = 119	E = 116	F = 99	G = 109	H = 116
25: CCN(CC)CCNC(=O)Nc1cccc2ccccc12
  A = 91	B = 107	C = 95	D = 99	E = 107	F = 93	G = 99	H = 104
26: Nc1ccc(N=Nc2cccc(S(=O)(=O)O)c2)c2ccccc12
  A = 106	B = 102	C = 90	D = 97	E = 87	F = 91	G = 92	H = 103
27: N#CCc1nn(-c2ccccc2)c(N)c1C#N
  A = 95	B = 93	C = 96	D = 120	E = 92	F = 92	G = 105	H = 103
28: O=c1oc2ccccc2c(O)c1Sc1c(O)c2ccccc2oc1=O
  A = 102	B = 100	C = 114	D = 100	E = 114	F = 110	G = 107	H = 124
29: O=S(=O)(NCCNc1nccc(-c2c(-c3ccc(O)cc3)nc3sccn23)n1)c1cccc2ccccc12
  A = 95	B = 114	C = 92	D = 117	E = 105	F = 106	G = 102	H = 115
30: COc1ccc(C2=NN(c3nc(-c4ccccc4)c(C#N)c(=O)n3C)C(c3ccc(OC)cc3)C2)cc1 (stereo not drawn)
  A = 101	B = 112	C = 89	D = 112	E = 105	F = 109	G = 100	H = 113
31: CCCCn1c(=O)c(/C=C/C(=O)/C=C(/C=C/c2cc3cc(OC)ccc3n(CCCC)c2=O)OB(F)F)cc2cc(OC)ccc21
  A = 102	B = 106	C = 113	D = 112	E = 115	F = 100	G = 106	H = 111
32: CC(=Nc1ccccc1)C1=C(O)C(Cc2ccc(O)cc2)NC1=O (stereo not drawn)
  A = -54*	B = 32	C = 37	D = -63*	E = 18	F = 23	G = -13*	H = -29*
33: COc1ccc(-c2cc(C(=O)N3N=C(c4ccc(N)cc4)CC3c3cc(-c4ccccc4)nn3-c3ccccc3)c3ccccc3n2)cc1 (stereo not drawn)
  A = 97	B = 107	C = 105	D = 95	E = 92	F = 98	G = 103	H = 103
34: CSc1nc(COC(=O)NC(C)C)c(COC(=O)NC(C)C)n1Cc1ccccc1
  A = 104&103	B = 108&110	C = 106&101	D = 117&114	E = 108&99	F = 92&100	G = 110&102	H = 110&114
35: CC(=O)Nc1ccc(S(=O)(=O)CCc2ccncc2)cc1
  A = 99	B = 107	C = 98	D = 108	E = 103	F = 78	G = 103	H = 107
36: COc1cc(/C=C/C(=O)N2CCN(C(=O)/C=C/c3cc(OC)c(OC)c(OC)c3)CC2)cc(OC)c1OC
  A = 96	B = 111	C = 103	D = 117	E = 111	F = 116	G = 113	H = 109
37: NC(=O)N(Cc1ccccc1)Cc1ccccc1
  A = 110	B = 104	C = 111	D = 110	E = ·	F = ·	G = 106	H = 104
38: NC(=O)NCSCNC(N)=O
  A = 101	B = 107	C = 96	D = 108	E = 115	F = 114	G = 99	H = 103
39: Nc1cc(=O)n(C(=O)CSc2ncnc3c2c(-c2ccccc2)cn3-c2ccc(Cl)cc2)[nH]1
  A = 102	B = 100	C = 93	D = 100	E = 89	F = 90	G = 89	H = 104
40: COc1ccc([N+](=O)[O-])cc1NS(=O)(=O)c1ccc(C)cc1
  A = 95	B = 101	C = 95	D = 102	E = 108	F = 98	G = 101	H = 106
41: Cc1ccc(Nc2c(C(N)=O)cnc3ccc(S(=O)(=O)Nc4cc(C)on4)cc23)cc1
  A = 98	B = 99	C = ·	D = 103	E = 101	F = 107	G = 101	H = 109
42: COc1cccc(/C=C(/C(=O)NS(=O)(=O)c2ccc(Cl)cc2Cl)c2cc(OC)c(OC)c(OC)c2)c1
  A = 104	B = 113	C = 105	D = 109	E = 102	F = 109	G = 98	H = 116
43: COc1c(F)ccc(C(=O)Nc2ccc3nc(NC(=O)C4CCCN(S(=O)(=O)c5ccc(C#N)cc5)C4)sc3c2)c1F (stereo not drawn)
  A = 111	B = 103	C = 86	D = 102	E = 97	F = 103	G = 96	H = 96
44: C=CCc1cc(Cl)ccc1OC(=O)Nc1cccc(Cl)c1
  A = 101	B = 116	C = 103	D = 112	E = 88	F = 100	G = ·	H = 109
45: COc1cc(-c2nn(-c3cccc(NC(=O)NCCNC(=O)c4cccc(C(F)(F)F)c4)c3)cc2-c2ccncc2)ccc1Cl
  A = 44	B = 85	C = 49	D = 16	E = 57	F = 50	G = 80	H = 49
46: CCOC(=O)CC(=O)Nc1sc(CC)cc1C(=O)OCC
  A = 59	B = 103	C = 74	D = 100	E = 77	F = 82	G = 77	H = 87
47: CC(=O)c1ccc2c3c(n(C)c2c1)CCCC3
  A = 106	B = 92	C = 106	D = 111	E = 104	F = 110	G = 97	H = 98
48: CC(C)(C)C(=O)/C=c1/[nH]c(=O)/c(=C/c2ccccc2O)s1
  A = 67	B = 87	C = 67	D = 20	E = 50	F = 81	G = 47	H = 79
49: NNc1ccc([N+](=O)[O-])c2[nH][nH]c(=O)c12
  A = 95	B = 101	C = 105	D = 97	E = 113	F = 97	G = 96	H = 113
50: CC(=O)OC(C)(C)Cc1ccccc1
  A = 102	B = 97	C = 110	D = 106	E = 123	F = 100	G = 118	H = 104

# Later entries:
# Short forms – A = OVCAR-8; B = OVCAR-5; C = OVCAR-4; D = OVCAR-3; E = IGROV1; F = SK-OV-3; G = NCI/ADR-RES; H = DU-145
51: C=C1CCC2C3(C)COC(c4cccs4)OC3CCC2(C)C1C/C=C1/C(=O)OCC1O (stereo not drawn)
  A = 79	B = 124	C = 92	D = 103	E = 108	F = ·	G = 94	H = 103
52: Nc1cccc2c1CN(C1CCC(=O)NC1=O)C2=O (stereo not drawn)
  A = 81	B = 96	C = 105	D = 108	E = 30	F = 93	G = 104	H = 107
53: CN1CCN(CCO)CC1
  A = 98	B = 111	C = 111	D = 110	E = 104	F = 110	G = 104	H = 107
54: C#Cc1ccc(-n2c(/C=C/c3ccc(F)cc3)nc3ncccc3c2=O)cc1
  A = 97	B = 111	C = 93	D = 112	E = 106	F = 105	G = 107	H = 119
55: CCOc1ccc(Cn2c(-c3nonc3N)nc3ccccc32)cc1OCC
  A = 73	B = 91	C = 39	D = 86	E = 83	F = 58	G = 76	H = 87
56: CC1CCCC(C)C1O (stereo not drawn)
  A = 114	B = 104	C = 112	D = 114	E = 133	F = 108	G = 105	H = 111
57: O=C(CCCCCCc1nc2ccc(Br)cc2[nH]1)NO
  A = 4.1*	B = 8.3*	C = 24	D = -2.3*	E = -9.4*	F = -42*	G = -31*	H = ·
58: COc1nccc2c(Nc3cnccn3)nc(N)nc12
  A = 105	B = 100	C = 112	D = 101	E = 112	F = 97	G = 95	H = 123
59: COc1ccc(-c2[nH]c(=S)n(C(CC3(C)NCC(=O)N3n3c(-c4ccccc4)cc(C)nc3=S)c3ccc(OC)cc3)c(=O)c2Br)cc1 (stereo not drawn)
  A = 71	B = 83	C = 55	D = 68	E = 51	F = 62	G = 80	H = 67

# Structural class: the compounds so far containing a Cl atom
# Short forms – A = OVCAR-8; B = OVCAR-5; C = OVCAR-4; D = OVCAR-3; E = IGROV1; F = SK-OV-3; G = NCI/ADR-RES; H = DU-145
2: Nc1n[nH]c2cccc(C#Cc3cccc(NC(=O)c4cccc(Cl)c4)c3)c12
  A = 21	B = 53	C = 40	D = 43	E = 22	F = 16	G = 26	H = 56
6: O=C(CCl)n1nnnc1Cc1ccccc1
  A = 91	B = 96	C = 105	D = 112	E = 107	F = 94	G = 101	H = 110
8: O=C(c1ccc(Cl)cc1Cl)C(Cl)Cl
  A = 104	B = 111	C = 120	D = 100	E = 108	F = 109	G = 114	H = 102
15: CC(C)=NOC(=O)Nc1cc(Cl)ccc1Cl
  A = 101	B = 106	C = 115	D = 113	E = 128	F = 97	G = 108	H = 108
17: COc1ccc(C2Cc3c(nn(-c4cccc(Cl)c4)c(=O)c3C#N)C(O)=C2[N+](=O)[O-])cc1 (stereo not drawn)
  A = 97	B = 107	C = 84	D = 94	E = 91	F = ·	G = 105	H = 104
21: C=Cc1c(Cl)cccc1Cl
  A = 114	B = 103	C = 122	D = 101	E = 116	F = 102	G = 106	H = 104
39: Nc1cc(=O)n(C(=O)CSc2ncnc3c2c(-c2ccccc2)cn3-c2ccc(Cl)cc2)[nH]1
  A = 102	B = 100	C = 93	D = 100	E = 89	F = 90	G = 89	H = 104
42: COc1cccc(/C=C(/C(=O)NS(=O)(=O)c2ccc(Cl)cc2Cl)c2cc(OC)c(OC)c(OC)c2)c1
  A = 104	B = 113	C = 105	D = 109	E = 102	F = 109	G = 98	H = 116
44: C=CCc1cc(Cl)ccc1OC(=O)Nc1cccc(Cl)c1
  A = 101	B = 116	C = 103	D = 112	E = 88	F = 100	G = ·	H = 109
45: COc1cc(-c2nn(-c3cccc(NC(=O)NCCNC(=O)c4cccc(C(F)(F)F)c4)c3)cc2-c2ccncc2)ccc1Cl
  A = 44	B = 85	C = 49	D = 16	E = 57	F = 50	G = 80	H = 49

# Bioassay records (PubChem BioAssay)
